# West Nile antiviral: inhibition of WNV-induced cytopathic effect – cell-based, CPE readout (AID 1621) | West Nile virus-infected cells, CPE inhibition; higher % means a stronger effect | CPE inhibition, % at 10 µM; hits with a dose series show IC50 in µM | actives 0.02% (n = 290,000); in the data active = a potency from the dose series; inconclusive = CPE inhibition mostly from about 3.7% at the one dose, without a potency; inactive = the rest, 99 in 100 with CPE inhibition below about 2.2%; also: strong numbers were not always called active
# NTR1 agonist: NTR1-driven beta-arrestin-GFP spot formation – imaging, U2OS cells, high content, primary screen (AID 493036). actives 0.17% (n = 330,000). agonist mode. activation, % at 20 µM. P30989;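 active = activation at or above 40% of the spot to cytoplasm intensity ratio, with at least 20 cells analyzed; inconclusive = wells under 20 cells, flagged as cytotoxic or low count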;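 also: 0% = DMSO without peptide and 100% = 100 nM NTR1 peptide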
# Target sequence (P30989 whole entry, looked up): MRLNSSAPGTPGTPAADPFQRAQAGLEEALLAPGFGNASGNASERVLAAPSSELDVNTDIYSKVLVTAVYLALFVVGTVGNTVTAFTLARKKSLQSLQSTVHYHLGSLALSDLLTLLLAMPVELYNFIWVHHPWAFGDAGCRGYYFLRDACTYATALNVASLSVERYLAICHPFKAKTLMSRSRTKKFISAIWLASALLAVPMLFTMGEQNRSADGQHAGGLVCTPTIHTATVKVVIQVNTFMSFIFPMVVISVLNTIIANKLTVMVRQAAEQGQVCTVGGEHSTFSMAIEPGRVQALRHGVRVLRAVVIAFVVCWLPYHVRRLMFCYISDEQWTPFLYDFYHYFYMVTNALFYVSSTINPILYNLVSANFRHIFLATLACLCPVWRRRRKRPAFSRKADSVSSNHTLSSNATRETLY
# UTI89 phage lysis: inhibition of K1F phage lysis, E. coli UTI89, bacterial capsule biogenesis inhibitors, alamar blue (AID 488966); E. coli UTI89 K1F phage lysis, alamar blue, 2 h; higher % means a stronger effect; actives 0.02% (n = 340,000); inhibition, % at 100 µM, or IC50 in µM where a hit was titrated;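 active = phage lysis inhibition, versus mean bacterial control, above a set limit; inconclusive = no clear call, values can overlap the other calls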;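 also: capsule biogenesis inhibitors block K1F phage lysis so surviving cells raise fluorescence; higher fluorescence means more inhibition of phage lysis; actives were called in the ten point dose series up to 300 µM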
# Large T inhibition: SV40 large T antigen inhibitors, biochemical (AID 1903). inhibition, % at 20 µM, or IC50 in µM where a hit was titrated. SV40 large T antigen ATPase/helicase inhibition assay; higher % means a stronger effect. actives 0.39% (n = 310,000); in the data active = a potency from the dose series; inconclusive = inhibition mostly from about 32% at the one dose, without a potency; inactive = the rest, 99 in 100 with inhibition below about 32%; also: strong numbers were not always called active
# Siah-1 displacement: blockers of Siah-1 interaction with plectin peptide – biochemical, fluorescence polarization, rhodamine-plectin, uHTS, primary screen (AID 1817); displacement, % at 20 µM, or IC50 in µM where a hit was titrated; Siah-1 / rhodamine-plectin peptide fluorescence polarization; higher % means a stronger effect; actives 0.02% (n = 290,000);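 active = displacement of at least 50% at 20 µM, with a fluorescence ratio check between 0.3 and a set limit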;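 also: plate controls were Siah plus tracer with DMSO for no effect and tracer alone without Siah for full effect; strong numbers were not always called active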
# RSV CPE inhibition: RSV antiviral activity via CPE protection, HEp-2 cells, primary 10 µM value included (AID 2391) | HEp-2 cells, RSV-induced CPE inhibition; higher % means a stronger effect | CPE inhibition, % at 10 µM, or IC50 in µM where a hit was titrated | actives 0.13% (n = 310,000); in the data active = a potency from the dose series; inconclusive = CPE inhibition mostly from about 23% at the one dose, without a potency; inactive = the rest, 99 in 100 with CPE inhibition below about 21%; also: strong numbers were not always called active
# Dengue-2 NS5 capping: flavivirus cap methylation enzyme inhibition – biochemical, confirmation dose response, primary screen (AID 588689) | Dengue-2 NS5 methyltransferase capping enzyme assay, biochemical; higher % means a stronger effect | inhibition, % at 25 µM; hits with a dose series show IC50 in µM | actives 0.3% (n = 340,000); in the data active = a potency from the dose series; inconclusive = inhibition above about 29% without an active follow-up result
# MgcRacGAP inhibition: MgcRacGAP GTPase-activating activity inhibitors, confirmation, biochemical, ADP Hunter fluorescence. MgcRacGAP-stimulated Rac1 GTP hydrolysis, ADP Hunter fluorescence; higher % means a stronger effect; GST-tagged Rac1 F28L mutant substrate. one-dose inhibition, % at 30 µM; IC50 in µM for titrated hits. actives 0.6% (n = 340,000);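 active = first-screen hits whose inhibition reached a set limit at any dose in the follow-up dose series; inconclusive = inhibition above the set first-screen limit but never retested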;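 also: fluorescence reports GDP produced by GAP-driven GTP hydrolysis; strong numbers were not always called active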
# AID2073: inhibitors of Mint1-CaV2.2 protein interaction, biochemical, HTRF (AID 2073) | actives 0.19% (n = 290,000) | HTRF protein-protein interaction, Mint1-CaV2.2; higher % means a stronger effect | inhibition, % at 20 µM, or IC50 in µM where a hit was titrated; in the data active = inhibition mostly above about 51%, no sharp cut-off; inconclusive = no clear call, values can overlap the other calls; inactive = mostly below about 53%; also: some results filed as inactive read as strong as hits
# NTR1 agonist cell count 20 µM: also measured in NTR1 agonist; calls as there; cell count; measured here: cell count, cytotoxicity flag
# Dengue-2 NS5 capping pilot replicate: second read-out of Dengue-2 NS5 capping, no call of its own (marks repeat the call); inhibition, %; measured here: pilot screen replicate inhibition
# * marks the source's active call; other numbers are inactive results; i = inactive; ? = inconclusive; · = not tested or not shown; [ ] = dose if it differs, or a comment.
SMILES,West Nile antiviral,NTR1 agonist,NTR1 agonist cell count 20 µM,UTI89 phage lysis,Large T inhibition,Siah-1 displacement,RSV CPE inhibition,Dengue-2 NS5 capping,MgcRacGAP inhibition,AID2073,others
CN(C)c1ccc(CNCCC2(O)CCOC(C)(C)C2)cc1 (stereo unspecified),0.2%,0.4,53,0.2%,-13%,-4%,0.9%,1%,7%,11%,
Cc1cc(NC(=O)c2ocnc2C)no1,0.2%,-1.3,53,4.3%,8%,-2%,0.1%,-6%,4%,23%,
CCOc1ccc(C(=O)CN2C(=O)NC3(CCCCCC3)C2=O)cc1,·,-0.6,65,0.6%[50 µM],1%,·,1.6%,-12%,7%,·,
Cc1ccc(NC(=O)CCNS(=O)(=O)c2cc(Br)cnc2N)cc1Cl,-1.1%,8.8,38,0.5%,5%,1%,-0.2%,-8%,3%,0%,
CO/N=C/NC(=O)c1cn(-c2ccc(F)cc2)c(=O)c2ccccc12,-0.3%,-1.1,82,0.4%,-2%,-7%,-0.4%,-10%,3%,1%,Dengue-2 NS5 capping pilot replicate=-2.3
Cc1ccccc1OCC(O)Cn1c(N2CCN(c3ccccc3)CC2)nc2c1c(=O)[nH]c(=O)n2C (stereo unspecified),1.0%,-0.2,69,1.1%[50 µM],0%,5%,1.8%,-9%,7%,0%,
CC(C)(C)c1ccc(Oc2coc3cc(OCC(=O)O)ccc3c2=O)cc1,0.2%,0.6,93,0.0%,6%,12%,16%,-5%,7%,-4%,
COC(=O)[C@H](C)N1C/C=C\COc2c(Cl)cc(Cl)cc2S1(=O)=O,·,1.1,67,1.1%,·,·,·,-3%,7%,·,
CCOC(=O)c1c(NC(C)=O)no[n+]1[O-],0.2%,1.9,45,2.6%,-1%,5%,-0.5%,1%,14%,11%,
O=C(Cc1ccc(NC2=NC3CS(=O)(=O)CC3S2)cc1)NCc1ccc(Cl)cc1 (stereo unspecified),0.0%,3.0,59,-0.1%,2%,4%,0.6%,1%,6%,6%,
CC1CN(S(=O)(=O)c2cccc(C(F)(F)F)c2)C(C)N1C(=O)N1CCOCC1 (stereo unspecified),-0.5%,-0.4,42,-0.2%,-5%,0%,2.2%,4%,1%,-7%,
C=CCSc1nccc(-c2nn(-c3ccc(C)cc3)ccc2=O)n1,0.0%,1.5,42,0.1%,3%,-2%,-0.7%,-4%,6%,6%,
CN(C)C(CNC(=O)c1cccc(C(F)(F)F)c1)c1ccco1 (stereo unspecified),0.7%,0.9,58,0.2%,16%,-1%,1.5%,1%,-1%,11%,
CC1CCN(C(=O)COC(=O)c2cc3ccccc3oc2=O)CC1,·,3.0,45,?,·,·,·,2%,-7%,·,
CC(C)(C)n1nnnc1C(c1ccncc1)N(Cc1ccccc1)Cc1ccco1 (stereo unspecified),-0.2%,1.7,47,1.6%,4%,-6%,1.6%,-1%,-2%,11%,
COc1ccccc1-n1cc(CN2CCCC(CO)(Cc3cccc(Cl)c3)C2)cn1 (stereo unspecified),-1.4%,3.7,62,0.1%,16%,11%,-2.2%,-4%,10%,-11%,
CC(=O)NCCC(=O)N1CCCC(CNC(=O)c2ccc(-c3ccccc3)cc2)C1 (stereo unspecified),0.7%,-1.5,87,0.0%,18%,-4%,1.4%,4%,7%,-4%,
Cc1ccsc1/C=c1\sc2ncnn2c1=O,0.1%,2.4,53,i,-13%,-2%,0.0%,7%,10%,1%,
O=C(N/N=C/c1ccco1)C(O)c1ccccc1 (stereo unspecified),0.1%,0.6,57,-0.3%,14%,6%,0.6%,8%,-5%,36%,
NC(=O)NC(=O)C(OC(=O)CCNS(=O)(=O)c1ccccc1)c1ccccc1 (stereo unspecified),·,0.7,64,0.8%[50 µM],4%,·,-1.2%,-1%,5%,·,
O=C(c1cccc(Oc2c(Cl)cccc2[N+](=O)[O-])c1)N1CCOCC1,-0.8%,2.0,64,0.1%,25%,-2%,1.6%,-8%,8%,9%,
COC(=O)CNC(=O)CSc1nc(N)cc(=O)[nH]1,0.7%,1.8,94,0.1%,2%,-1%,0.4%,-1%,4%,1%,
COc1cccc(NC(=S)Nc2cc(C(=O)O)ccc2N2CC3CC(C2)c2cccc(=O)n2C3)c1 (stereo unspecified),0.6%,0.5,33,0.3%,18%,-3%,-1.8%,5%,3%,52%,
Cc1ccc(NC(=O)c2cccc(C(=O)Nc3ccc(C)c(C)c3)n2)cc1C,-0.5%,1.7,49,2.1%[50 µM],16%,3%,1.7%,7%,7%,13%,
C=CCc1ccc(OCCOCCOc2cccc3cccnc23)c(OC)c1,-1.5%,0.1,62,12%,4%,2%,19%,-1%,9%,-1%,

# Of the compounds above, these have a COOH group.
SMILES,West Nile antiviral,NTR1 agonist,NTR1 agonist cell count 20 µM,UTI89 phage lysis,Large T inhibition,Siah-1 displacement,RSV CPE inhibition,Dengue-2 NS5 capping,MgcRacGAP inhibition,AID2073,others
CC(C)(C)c1ccc(Oc2coc3cc(OCC(=O)O)ccc3c2=O)cc1,0.2%,0.6,93,0.0%,6%,12%,16%,-5%,7%,-4%,
COc1cccc(NC(=S)Nc2cc(C(=O)O)ccc2N2CC3CC(C2)c2cccc(=O)n2C3)c1 (stereo unspecified),0.6%,0.5,33,0.3%,18%,-3%,-1.8%,5%,3%,52%,

# (further entries)
SMILES,West Nile antiviral,NTR1 agonist,NTR1 agonist cell count 20 µM,UTI89 phage lysis,Large T inhibition,Siah-1 displacement,RSV CPE inhibition,Dengue-2 NS5 capping,MgcRacGAP inhibition,AID2073,others
CCOc1ccc2nc3sc(C(=O)N4CCOCC4)c(N)c3cc2c1,-0.3%,-0.7,64,0.4%,7%,-1%,0.7%,-2%,4%,16%,
Cc1ccc(S(=O)(=O)CC(=O)c2cc3cccc(C)c3oc2=O)cc1,0.4%,0.9,71,0.0%,14%,0%,2.8%,5%,0%,-4%,
COc1ccc(-c2csc(-n3ncc(C(=O)O)c3C(F)(F)F)n2)cc1,0.4%,-1.4,110,0.2%,6%,-7%,1.4%,-6%,12%,17%,
O=C(CSCc1c(Cl)cccc1Cl)Nc1ccccc1C(=O)N1CCOCC1,-0.4%,1.0,43,-0.5%,7%,-1%,1.8%,-9%,10%,5%,
COc1ncccc1C(=O)N1CCCC(C(=O)c2cccc(OC(C)C)c2)C1 (stereo unspecified),-1.3%,0.4,57,0.0%,23%,-2%,2.8%,0%,13%,21%,
COc1ccc(C(=O)Nc2ccc(NC(=O)c3ccccc3F)cn2)cc1,-0.5%,7.4,62,0.3%,3%,2%,2.9%,-6%,6%,0%,
CC(C)n1cc(CN2CCCC(CO)(Cc3cccc(Cl)c3)C2)cn1 (stereo unspecified),-0.3%,-0.4,58,0.3%,3%,-3%,-1.3%,1%,8%,-4%,
CCN(CC)C(=O)CCCc1c[nH]c2ccccc12,0.3%,0.5,41,-1.1%,5%,9%,0.6%,-1%,2%,-6%,
Cc1nn(C)c(C(=O)NNC(=S)NCc2ccccc2)c1Cl,2.2%,2.0,57,1.5%[50 µM],·,-4%,·,2%,9%,-14%,
Cc1ccc(N2CC(C(=O)NCc3cccs3)CC2=O)cc1 (stereo unspecified),0.1%,-0.6,75,0.3%,17%,0%,-0.5%,-6%,1%,-7%,
OCC(CO)(CO)N=Cc1cc(Br)ccc1O,-0.1%,0.7,52,0.7%,9%,6%,0.6%,-1%,9%,9%,
O=C(C1CCC(=O)N(C2CCCC2)C1)N1CCC(Oc2cccc(F)c2)CC1 (stereo unspecified),-1.0%,0.1,51,0.1%,10%,13%,-0.3%,2%,7%,6%,
COc1ccc(-n2nc3cc(C)c(NC(=S)NC(=O)c4ccccc4C)cc3n2)cc1,0.1%,3.5,65,2.7%,-1%,3%,1.6%,1%,5%,23%,
COc1ccc(OCCn2c(C)c(/C=N/n3cnnc3)c3ccccc32)cc1,-0.3%,0.6,57,-1.7%[50 µM],0%,0%,4.7%,-3%,10%,-6%,
CCOc1ncccc1C(=O)OCC(=O)Nc1c(C)cc(C)cc1C,-0.1%,-0.2,87,0.0%,-7%,-2%,2.0%,-4%,-3%,4%,
Cc1cc(NC(=O)CSc2nc3c(C)cccc3cc2C)no1,-0.3%,1.5,50,0.2%,1%,-2%,1.0%,-6%,3%,7%,
CCCCn1c(NCc2ccc(N(C)C)cc2)nc2ccccc21,-1.6%,4.7,70,0.7%,13%,0%,0.5%,-1%,12%,-14%,
COc1ccc(S(=O)(=O)N2CCC(C(=O)NCCC(=O)NCc3cccc(OC)c3)CC2)cc1,-0.1%,-0.6,48,0.3%,10%,-6%,1.7%,-10%,13%,2%,
Cc1cccn2c(=O)c3cc(C(=O)NC4CCCCC4C)n(C)c3nc12 (stereo unspecified),-0.8%,7.1,58,-0.1%,7%,10%,3.0%,-4%,9%,24%,
C=CCn1c(CCC)nc2ccccc21,0.5%,-0.5,55,0.3%,8%,1%,-2.0%,1%,5%,-5%,
CCCc1ccc(S(=O)(=O)N2CCN(Cc3ccco3)CC2)cc1,-0.2%,-0.4,48,-0.1%,5%,0%,4.4%,5%,9%,?,
NC(=O)Nc1ccccc1C(=O)Nc1ccc2ccccc2c1,-0.8%,2.2,53,0.5%,7%,2%,1.1%,-11%,-3%,13%,Dengue-2 NS5 capping pilot replicate=-7.0
CCOc1cc(C(=O)N2CCN(c3ccccc3)CC2)cc(OCC)c1OCC,-0.3%,-0.7,35,0.5%,18%,2%,-0.6%,5%,16%,-1%,
CCOc1ccc(-c2nc(CSc3nnc(C)s3)cs2)cc1OC,0.0%,0.6,37,0.2%,4%,-6%,1.5%,-1%,9%,11%,
O=C(CCCNS(=O)(=O)c1ccc(F)cc1)Nc1ccc(F)cc1,-0.8%,-0.8,33,0.1%,4%,-2%,-1.1%,-9%,6%,12%,
Nc1nnc(-c2ccccc2[N+](=O)[O-])o1,-0.4%,0.6,64,0.0%,4%,-4%,0.3%,-7%,2%,-9%,
Cc1ccc(CCNC(=O)C2CCCN(S(=O)(=O)c3cccc4nsnc34)C2)cc1 (stereo unspecified),-0.3%,-0.1,50,0.6%,5%,-1%,3.1%,5%,16%,-6%,
O=[N+]([O-])c1ccc(Cl)c(/C=N/n2c(-c3cccnc3)n[nH]c2=S)c1,1.4%,-2.0,39,·,9%,-1%,4.2%,·,·,7%,
O=C(c1ccccc1Sc1ccccc1[N+](=O)[O-])N1CCCCC1,-0.5%,0.4,54,0.1%,2%,-2%,-0.6%,6%,7%,-1%,

# Assay outcomes (PubChem BioAssay)
